Assay outcomes deposited in PubChem BioAssay by Johns Hopkins Ion Channel Center.
CHT block – inhibitors of human choline transporter CHT; CHT-expressing cells, membrane potential dye, choline response; hits give low values; B-score at 10 µM; Q9GZV3; AID 488975; 0.86% of 310,000 active;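 active = B-score over 3 SD under the library average, and starting fluorescence ratio not unusually high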;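 note: choline stimulus applied at its EC90 after an EC20 pre-addition; B-score computed on integrated fluorescence ratio after choline addition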
Kir21 inh – inhibitors of mouse Kir2.1 inward-rectifier potassium channel | HEK293-Kir2.1, FluxOR thallium flux fluorescence; hits give low values | B-score at 10 µM | 0.85% of 310,000 active;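 active = fluorescence ratio B-score at or below minus 3 SD of library scores, with starting-brightness B-score within 2 SD, cut at about -4.2 in these data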;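 note: channel flux triggered by added potassium and thallium sulfate stimulus; B-score of peak minus minimum fluorescence over baseline after thallium stimulus; more negative B-score means stronger Kir2.1 block with less thallium influx; some compounds called inactive have numbers as strong as hits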
KCNQ2 block – KCNQ2 potassium channel inhibitors, primary screen, cell-based, CHO-K1, FluxOR thallium flux, B-score (AID 2156) | O88943 | 20 min; hits give low values | B-score at 10 µM | 1.1% of 310,000 active;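 active = fluorescence ratio B-score at most minus 3 library SDs, with starting brightness B-score within 2 library SDs, cut at about -5.5 in these data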
Target sequence (O88943 whole entry, looked up): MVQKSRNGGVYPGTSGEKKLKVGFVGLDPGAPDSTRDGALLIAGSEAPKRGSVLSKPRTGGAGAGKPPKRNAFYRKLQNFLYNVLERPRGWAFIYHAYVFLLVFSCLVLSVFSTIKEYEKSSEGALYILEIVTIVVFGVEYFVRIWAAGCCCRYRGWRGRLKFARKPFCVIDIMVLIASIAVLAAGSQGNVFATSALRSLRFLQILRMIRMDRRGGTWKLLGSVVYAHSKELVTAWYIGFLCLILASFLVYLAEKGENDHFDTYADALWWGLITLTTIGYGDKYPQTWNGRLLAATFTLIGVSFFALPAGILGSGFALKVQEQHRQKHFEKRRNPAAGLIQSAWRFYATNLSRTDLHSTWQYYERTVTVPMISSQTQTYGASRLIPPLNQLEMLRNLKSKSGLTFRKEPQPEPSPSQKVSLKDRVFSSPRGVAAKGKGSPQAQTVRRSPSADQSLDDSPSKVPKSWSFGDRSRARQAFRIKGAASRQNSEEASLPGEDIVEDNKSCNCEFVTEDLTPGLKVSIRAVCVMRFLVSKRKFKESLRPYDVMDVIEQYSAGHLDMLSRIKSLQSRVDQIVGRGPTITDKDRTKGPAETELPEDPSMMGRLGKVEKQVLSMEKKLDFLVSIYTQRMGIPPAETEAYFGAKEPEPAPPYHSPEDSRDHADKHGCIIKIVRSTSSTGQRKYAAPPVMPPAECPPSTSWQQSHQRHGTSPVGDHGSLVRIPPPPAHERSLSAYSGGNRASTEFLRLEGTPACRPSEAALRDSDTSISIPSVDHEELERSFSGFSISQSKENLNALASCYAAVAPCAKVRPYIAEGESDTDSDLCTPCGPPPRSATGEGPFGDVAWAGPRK
Active calls of the source: *; i = inactive; x = no result given; & = joins results of further samples.

Kir21 inh,CHT block,KCNQ2 block,SMILES
-0.78,i,i,COC(=O)C1=C[C@@H](C(=O)OC)[C@@H]2C3=C(C(=O)[C@]2(CC(C)C)NC(=O)c2ccccc2)[C@H](C)n2c(=O)n(-c4ccccc4)c(=O)n2[C@@H]3C1
-0.6,i,i,C=CCNC(=O)N1CCC(c2nc3ccccc3s2)CC1
0.19,i,i,Cc1cc(C)c(S(=O)(=O)NCCc2cc3ccc(C)c(C)c3[nH]c2=O)c(C)c1
0.86,i,i,COc1ccc(-n2nnnc2SCC(=O)Nc2nnc(C)s2)cc1OC
1.4,i,i,CN1C(=O)[C@H]2[C@@H](C3CC3)N3C(=O)CN(Cc4ccccn4)C(=O)[C@@]3(Cc3ccccc3)[C@H]2C1=O
0.34,i,i,CSCCC(NC(=O)c1ccc(Cl)cc1)C(=O)OCC(=O)Nc1ccc(C#N)cc1 (configuration not stated)
-0.41,i,i,COc1ccc(CNC(=O)CCC(=O)N2CC(C)Oc3ccccc32)cc1 (configuration not stated)
-0.37,i,i,CC[C@H](CO)NCCN[C@H](CC)CO
0.54,i,i,CCC1CCCCN1CCCNC(=O)c1ccc2c(c1)NC(=O)CN2C (configuration not stated)
0.08,i,i,O=C(c1ccc(F)cc1)N1CCN(c2ccccn2)CC1

Further structures follow.
Kir21 inh,CHT block,KCNQ2 block,SMILES
1.2,i,i,O=C(Nc1ccc(Br)cc1Br)C1CC(=O)N(Cc2ccccc2)C1 (configuration not stated)
1.6,i,i,CCC(C)N(C(=O)Cn1nc(C)c([N+](=O)[O-])c1C)C1CCS(=O)(=O)C1 (configuration not stated)
-0.81,i,i,Oc1ccc2ccccc2c1C=NCc1cn2ccsc2n1
1.3,i,i,O=C(c1ccc(N2CCC3(CC2)OCCO3)c([N+](=O)[O-])c1)N1CCOCC1
-0.26,i,i,O=C(COc1ccccc1)Nc1nonc1NC(=O)COc1ccccc1
3.5,i,i,Cc1cn2c(nc1=O)OC1CC2OC1CO (configuration not stated)
1.1,i,i,CC1(C)CC(=O)c2cnc(N3CCc4ccccc4C3)nc2C1
-0.49,i,i,CCCC(=O)c1cc(F)c(N2CCN(CCC#N)CC2)cc1C
-0.11,i,i,CCOc1ccccc1NC(=S)N(CCCN1CCOCC1)Cc1cn(C)c2ccccc12
-1.8,i,i,CCCCCCn1c(C(C)O)nc2ccccc21 (configuration not stated)

Whole records, looked up by structure. Order of values: Kir21 inh | CHT block | KCNQ2 block
`CCOc1ccccc1NC(=S)N(CCCN1CCOCC1)Cc1cn(C)c2ccccc12` as listed: -0.11 | i | i
`Cc1cn2c(nc1=O)OC1CC2OC1CO` (configuration not stated) as listed: 3.5 | i | i
`CCCCCCn1c(C(C)O)nc2ccccc21` (configuration not stated) as listed: -1.8 | i | i

Next part:
Kir21 inh,CHT block,KCNQ2 block,SMILES
0.68,i,i,COc1ccc(C(=O)Nc2ccc3nc(C)sc3c2)cc1OC
-0.83,i,i,CC1Sc2ccc(S(=O)(=O)NCCc3ccc(Cl)cc3)cc2NC1=O (configuration not stated)
0.16,i,i,O=C(Nc1cccn(Cc2c(F)cccc2Cl)c1=O)NC1CCCCC1
-0.78,i,i,O=C(CN1CCc2ccccc21)Nc1ccc2c(c1)OCO2
-1.3,i,i,CC1CN(c2nnc(-c3ccccc3)c3ccccc23)CC(C)O1 (configuration not stated)
0.06,i,i,CN(C(=O)c1ccccc1[N+](=O)[O-])c1ccccc1C(=O)NCc1ccccc1
1.8,i,i,CC1(c2ccc(Cl)c(Cl)c2)NC(=S)N2C1NC(=S)N2c1ccccc1 (configuration not stated)
-0.6,i,i,Clc1ccc(/C=N\Nc2ccccc2)cc1
1.4,i,i,CCCCNC(=O)c1cn(CC)c2cc(N3CCN(C(=O)c4ccco4)CC3)c(F)cc2c1=O
-0.16,i,i,CCC(C(=O)OCC(=O)Nc1ccc2[nH]c(=O)[nH]c2c1)c1ccccc1 (configuration not stated)

Just CHT block and Kir21 inh (4 entries from above):
structure | CHT block | Kir21 inh
CC1Sc2ccc(S(=O)(=O)NCCc3ccc(Cl)cc3)cc2NC1=O (configuration not stated) | i | -0.83
O=C(Nc1cccn(Cc2c(F)cccc2Cl)c1=O)NC1CCCCC1 | i | 0.16
O=C(CN1CCc2ccccc21)Nc1ccc2c(c1)OCO2 | i | -0.78
CC1CN(c2nnc(-c3ccccc3)c3ccccc23)CC(C)O1 (configuration not stated) | i | -1.3

Continuation.
Kir21 inh,CHT block,KCNQ2 block,SMILES
1.8,i,i,O=C(Cc1cccs1)N1CCC(c2nc3c(nnn3Cc3ccc(F)cc3)c(=O)[nH]2)CC1
-0.82,i,i,O=C1CCNc2c(Cl)cc(Cl)cc21
0.32,i,i,CCOC(=O)c1c(C)[nH]c(C)c1S(=O)(=O)N(C)CC(=O)Nc1ccccc1
3.2,i,i,CCS(=O)(=O)Nc1cccc(C2=NN(S(=O)(=O)c3ccccc3)C(c3cccs3)C2)c1 (configuration not stated)
-1.1,i,i,Cc1cccc(NC(=S)NC(C)C(c2cccs2)N2CCN(C)CC2)c1C (configuration not stated)
0.69,i,i,COc1ccc(-c2cc(C(=O)NCCc3ccc(S(N)(=O)=O)cc3)c3ccccc3n2)cc1
-1.8,i,i,CCNc1nc(NCC)nc(OCCOC(C)=O)n1
-0.88,i,i,CC(C)(C)Cc1nnc(NC(=O)c2cc(-c3ccccc3)nc3ccccc23)s1
0.31,x,i,COc1ccc(-c2coc3c(C)c4oc(=O)c(CC(=O)O)c(C)c4cc23)cc1
1.8,i,i,Cc1cc2ncc(-c3ccc(Cl)cc3)c(N)n2n1

2 of the compounds above, field by field.
Cc1cccc(NC(=S)NC(C)C(c2cccs2)N2CCN(C)CC2)c1C (configuration not stated)
  Kir21 inh = -1.1 | CHT block = i | KCNQ2 block = i

COc1ccc(-c2cc(C(=O)NCCc3ccc(S(N)(=O)=O)cc3)c3ccccc3n2)cc1
  Kir21 inh = 0.69 | CHT block = i | KCNQ2 block = i

Following part.
Kir21 inh,CHT block,KCNQ2 block,SMILES
0.84,i,i,CCOC(=O)c1cnc(-c2cccc(OC)c2)[nH]c1=O
-0.3,i,i,C=CCNC(=S)NNC(=O)c1ccc2c(c1)OCO2
0.17,i,i,O=C(O)CCCCCCCCc1cn(CCc2c[nH]c3ccccc23)nn1
-0.53,i,i,CCOC(=O)CCn1nc(-c2ccccc2)cc1N
0.26,i,i,COc1ccc(CCn2c(=N)c(C(=O)N3CCN(C)CC3)cc3c(=O)n4ccccc4nc32)cc1
1.9,i,i,CC(C)(C)c1cc(C(=O)NNc2cc(C(F)(F)F)ccc2Cl)n(Cc2ccccc2)n1
1.6,i,i,C/C(=N/NC(=O)CNC(=O)c1ccc2c(c1)OCO2)c1ccc2c(c1)CCCC2
-0.93,i,i,Cc1ccccc1CSCCC(=O)NCCC1=CCCCC1
0.83,i,i,COc1ccc(N2C(=O)c3ccccc3NC2c2ccc(OC)c(Cn3nnc4ccccc43)c2)cc1 (configuration not stated)
-1.9,i,i,CC(C)[C@@H](C(=O)N[C@@H](C(=O)O)c1ccccc1)N1C(=O)N2CCc3c([nH]c4ccccc34)[C@@]2(C)C1=O

(further entries)
Kir21 inh,CHT block,KCNQ2 block,SMILES
0.39,i,i,O=C1CC(N2CCN(Cc3ccc4c(c3)OCO4)CC2)C(=O)N1c1cccc(Cl)c1 (configuration not stated)
1.6,i,i,Cc1ccc(NC(=O)COC(=O)CN2CSCC2=O)cc1C
-0.23,i,i,O=C(N=c1ccn(-c2nc3ccccc3nc2NS(=O)(=O)c2ccccc2)cc1)c1ccccc1Cl
0.07,i,i,O=C1CCN(Cc2ccc([N+](=O)[O-])cc2)CCN1[C@H](CO)c1ccccc1
1.7,i,i,COc1ccc2[nH]c(C(=O)O)c(CCN3C(=O)c4ccc(C(=O)O)cc4C3=O)c2c1
-0.07,i,i,O=C(Nc1cccnc1)c1cc2cc(Br)ccc2o1
-0.1,i,i,Cc1nn(C)c(C(=O)Nc2ccc(S(=O)(=O)NC34CC5CC(CC(C5)C3)C4)cc2)c1Br
0.01,i,i,Cc1cc(SCC(N)=O)nc(SCC(=O)c2ccccc2)n1
1.2,i,i,COc1ccc(NC(=S)Nc2ccc(N(C)C(C)=O)cc2)cc1
-0.54,i,i,CCCCC(CCC(=O)Nc1ccn(-c2ccccc2)n1)C(=O)O (configuration not stated)

The listing continues.
Kir21 inh,CHT block,KCNQ2 block,SMILES
0.03,i,i,C/C(CC1CC(C)(C)OC1=O)=N/Nc1nc(-c2ccccc2)cs1 (configuration not stated)
-2.2,i,i,CC(=O)Nc1ccc(S(=O)(=O)N2CCN=C2SCc2ccc(F)cc2)cc1
0.28,i,i,Cc1cc(N2CCOCC2)n2ncc(-c3ccccc3Cl)c2n1
0.91,i,i,O=C(Cn1cnc2ccccc2c1=O)Nc1ccc(N2CCOCC2)cc1
0.87,i,i,Cc1c(C(=O)OCC[N+]2(C)CCCCC2)oc2ccccc12
0.35&1.1,i,i,CC(Oc1ccc2c(-c3ccccc3)cc(=O)oc2c1)C(=O)NCC1CCC(C(=O)O)CC1 (configuration not stated)
0,i,i,CCOC(=O)c1c(NCC2CCCO2)c2ccccc2[nH]c1=O (configuration not stated)
0.53,i,i,O=S(=O)(NCc1ccc2c(c1)OCO2)c1ccc2oc3ccccc3c2c1
-0.65,i,i,C/C=C/c1ccc(OCCOc2ccc(C=O)cc2)c(OC)c1
0.33,i,i,CCOCc1nnc(NC(=O)c2c(OC)cccc2OC)s1

Next part.
Kir21 inh,CHT block,KCNQ2 block,SMILES
1.9,i,i,CN(Cc1cccc2ncccc12)C(=O)CC1C(=O)NCCN1Cc1ccc(F)cc1 (configuration not stated)
-0.57,i,i,Cc1ccc(S(=O)(=O)NC(C)(C)CSc2ncccn2)cc1
-0.03,i,i,COCCNC(=S)NNc1ccc(Cl)c(C(=O)O)c1
-1.2,i,i,O=C1c2ccccc2NC(c2cn[nH]c2-c2ccccc2)N1O (configuration not stated)
1.3,i,i,COCCCNc1nc(N)c([N+](=O)[O-])c(NCC2CCCO2)n1 (configuration not stated)
1.4,i,i,COc1ccc(CCn2c(-c3cc([N+](=O)[O-])cc([N+](=O)[O-])c3)nc3nc4ccccc4nc32)cc1
2.4,i,i,O=C(Nc1ccc(C(=O)O)cc1)/C(=C\C=C\c1ccccc1)NC(=O)c1cccc(Br)c1
0.34,i,i,Cn1c(=O)c2c(ncn2CCCc2ccccc2)n(C)c1=O
-0.69,i,i,COc1ccccc1NS(=O)(=O)c1cc(NC(=O)c2cnccn2)ccc1N1CCOCC1
-0.06,i,i,CCOc1ccccc1-n1c(COc2ccccc2)nnc1SCC(N)=O

Continued:
Kir21 inh,CHT block,KCNQ2 block,SMILES
-0.62,i,i,Cc1ccc(CN2CCN(CCC(C)C)C(CCO)C2)s1 (configuration not stated)
0.48,x,i,Cc1oncc1C(=O)Nc1cccc2ccccc12
-1.8,i,i,CCOC(=O)c1sc(NC(=O)CCCCl)nc1C
-0.62,i,i,c1ccc(COc2ccc(OCCCN3CCCC3)cc2)cc1
0,i,i,N/C(=N\S(=O)(=O)c1cccs1)c1ccccc1Cl
1.6,i,i,CCCCn1c(CN2CCN(c3cccc(Cl)c3)CC2)nc2c1c(=O)[nH]c(=O)n2C
0.96,i,i,O=C(NCCCN1CCOCC1)c1ccc2c(=O)n(Cc3ccccc3)c(=S)[nH]c2c1
-0.46,i,i,COc1ccc(C(CCN(Cc2ccc(OC)c(OC)c2)C(=O)CCl)c2ccccc2)cc1 (configuration not stated)
0.07,i,i,Cc1ccc(C)c(NC(=O)CS(=O)(=O)c2cn(C)c3ccccc23)c1
1.8,i,i,CC(/C=N/NC(=O)c1nnn(-c2nonc2N)c1C(C)C)=C\c1ccccc1

Additional structures.
Kir21 inh,CHT block,KCNQ2 block,SMILES
-1.1,i,i,COc1cc(/C=N/NC(=O)CSc2nc3ccccc3n2C)cc(OC)c1OC
0.63,i,i,CC[N+](C)(CC)CCC(c1ccccc1)C1CCCCC1 (configuration not stated)
-2.7,i,i,CC1(C)Cc2ccccc2-c2nnc(-c3cccc(O)c3)n21
0.48,i,i,Cc1ccc(NS(=O)(=O)c2ccc(Cl)c(C(=O)Nc3cccc(C(=O)O)c3)c2)cc1
2.5,i,i,O=C(Cn1cncn1)N/N=C/c1cccnc1
-0.54,i,i,Nc1ccc2c(c1)C(=O)N(c1cccc3ccccc13)C2=O
1.7,i,i,COC(=O)C(NNc1ccccc1)(NC(=O)c1ccc(F)cc1)C(F)(F)F (configuration not stated)
0.79,i,i,Cc1ccccc1NC(=O)CC1SCCNC1=O (configuration not stated)
0.6,i,i,O=c1c2ccccc2nnn1Cc1ccccc1
-1.1,i,i,COc1ccc(S(=O)(=O)N(CCCN2CCOCC2)Cc2ccc(OC)c(OC)c2)cc1

Continued:
Kir21 inh,CHT block,KCNQ2 block,SMILES
-0.05,i,i,N#CCNC1CC(=O)N(c2ccccc2)C1=O (configuration not stated)
-0.7,i,i,CCc1nnc(NC(=O)CS(=O)(=O)Cc2ccccc2)s1
1,i,i,COc1cc(OC)c(N(C)S(=O)(=O)c2cccc(C(=O)Nc3nnc(C4CC4)s3)c2)cc1Cl
-0.86,i,i,Cc1cccc(C(C)(C)C)c1OCCCCN1CCCC1
0.57,i,i,O=C(O)CC(CC(=O)Nc1ccc(-c2ccccc2)cc1)c1ccccc1 (configuration not stated)
-0.49,i,i,O=C(Cc1cccs1)N/N=C/C=C\c1ccco1
0.01,i,i,CCOC(=O)c1cc(C#N)c(N2CCCNCC2)nc1C(F)(F)F
0.59,i,i,Cc1ccc(NC(=O)C2CCN(S(=O)(=O)c3c(C)noc3C)CC2)cc1C
0.1,i,i,CCOc1ccccc1NC(=O)C1CCC(=O)N1S(=O)(=O)c1ccc(C)cc1 (configuration not stated)

Random draw from the library. About 2.6% of those tested had a hit in this group.
